14-3-3 PPI – modulators of 14-3-3 gamma protein binding, primary screen, biochemical, fluorescence polarization; FP, 14-3-3gamma / TMR-pS259-Raf peptide binding; inhibition, % at 40 µM; 0.19% of 160,000 active; in the data active = inhibition above about 30%;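 also: 0% = protein plus tracer without compound and 100% = blank with tracer alone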
Target sequence (P61981 whole entry, looked up): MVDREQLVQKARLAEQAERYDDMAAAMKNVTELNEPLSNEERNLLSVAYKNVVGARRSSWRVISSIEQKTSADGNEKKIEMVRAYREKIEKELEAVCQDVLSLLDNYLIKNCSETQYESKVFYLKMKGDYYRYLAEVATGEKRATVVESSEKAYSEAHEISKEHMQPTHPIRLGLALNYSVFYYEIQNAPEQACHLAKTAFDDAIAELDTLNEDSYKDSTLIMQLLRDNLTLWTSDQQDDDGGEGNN
An asterisk follows results filed as active; & = joins results of further samples. This is a subset; rates above refer to the full screens.

SMILES	14-3-3 PPI
CC(=O)[C@@]1(O)CC[C@H]2[C@@H]3CC=C4C[C@@H](O)CC[C@]4(C)[C@H]3CC[C@@]21C	5
c1cncc(CNC2=NCCC2)c1	-3
CC(NC(=O)Oc1ccccc1)C(c1cccs1)N1CCOCC1 (stereo not drawn)	5
CCn1nc(-c2cccs2)nc2c(=O)n(C)c(=O)nc1-2	1
CCCn1c(=O)c2[nH]c(C3CCCC3)nc2n(CCCOC(=O)c2ccc(S(=O)(=O)F)cc2)c1=O	-7
CN1C(=O)N(C)C(=O)C(CCc2ccncc2)(Cc2ccc3c(c2)OCO3)C1=O	1
O=c1c2ccccc2nc(C=Cc2ccc([N+](=O)[O-])o2)n1-c1ccccc1Cl	-121
CCc1ccccc1N1C(=O)CC(=O)NC1=O	-2
NC(Cn1oc(=O)[nH]c1=O)C(=O)O (stereo not drawn)	2
CCCN1CC[C@@H]2c3cc(O)ccc3CC[C@@H]21	4&-2
COc1cc2[nH]c(=S)n(-c3ccccc3)c(=O)c2cc1OC	-12
Cc1ccc(-n2c(C=Cc3ccccc3O)nc3ccc(I)cc3c2=O)cc1	12
CCC1(C2=NCCN2)Cc2ccccc2O1 (stereo not drawn)	-6
c1ccc(NC2=NCCS2)cc1	-1
COc1cc(CN2C(=O)NC(=O)C3(Cc4cc(C)ccc4N(C)C3)C2=O)cc(OC)c1 (stereo not drawn)	-4
CN1C(=O)CN=C(c2ccc(Cl)cc2)c2cc(Cl)ccc21	-6
CCC1(c2ccc(N)cc2)CCC(=O)NC1=O (stereo not drawn)	-10
Cc1ccc(CC2C(=O)N(C)C(=O)N(C)C2=O)s1	-2&-2
O=C(COc1ccccc1)N1CCN(CC2CC3C=CC2C3)CC1 (stereo not drawn)	-6
CCOC(=O)C1C2NC(=S)N(c3ccc(Br)cc3)C1(C)Oc1c(OCC)cccc12 (stereo not drawn)	-4
CN1C2CC(OC(=O)C(CO)c3ccccc3)CC1C(O)C2 (stereo not drawn)	0
COc1ccc(C(=O)CC2C(=O)N(C)C(=O)N(C)C2=O)cc1	15
Cc1ccc(-n2c(C=Cc3ccccc3)nc3ccccc3c2=O)c(C)c1	7
N#Cc1c(N=Cc2ccc(O)cc2O)sc2c1C1CCN2CC1	-4
COc1ccc(N2CCN(CCCN)CC2)cc1	-4
O=c1c2ccc(Cl)cc2[nH]c(=S)n1-c1cccnc1	-6
CC12CNCC(C)(CNC1)C2=O	-8
C=CCn1c(O)c(C(=O)CCCCCC)c(=O)[nH]c1=O	-5
O=C1CC(N2CCC(n3c(=O)[nH]c4ccccc43)CC2)C(=O)N1c1ccc(F)cc1 (stereo not drawn)	-5
O=C(CN1C(=O)CN=C(c2ccccc2)c2cc(Cl)ccc21)Nc1ccccc1Cl	-9
OC1CC2C(Cl)C1NC2(C(F)(F)F)C(F)(F)F (stereo not drawn)	-4
COc1ccc(-n2c(C=Cc3ccccc3)nc3ccccc3c2=O)cc1Cl	-9
COc1ccc(C=Cc2nc3ccccc3c(=O)n2-c2ccc(C)cc2C)cc1	4
Cc1ccc(-n2c(C=Cc3sccc3C)nc3ccccc3c2=O)cc1	-14
O=C(CN1C(=O)CN=C(c2ccccc2)c2cc(Cl)ccc21)NCC1CCCO1 (stereo not drawn)	6
Fc1cccc(F)c1CN1CCN(Cc2c(F)cccc2F)CC1	-11
O=C(Nc1ccc(Br)cc1C(=O)c1ccccc1)c1cc2cc([N+](=O)[O-])ccc2s1	0
CC(=O)N1CCc2cc(Br)cc(S(=O)(=O)N3CC4CC(C3)c3cccc(=O)n3C4)c21 (stereo not drawn)	-4
Cc1nc2cc(C(=O)N3CCC4(CC3)OCCO4)ccc2n1-c1ccc(Br)cc1	-9
CCN1CCN(c2ccc3nsnc3c2[N+](=O)[O-])CC1	3
CC12CN3C(O)C(C)(C1)CC(C)(C2)C3O (stereo not drawn)	1
C=CCOC(=O)C1=C(C)OC(N)=C(C(=O)OCCCC)C12C(=O)N(C)c1ccccc12 (stereo not drawn)	4
O=C(Nc1ccccc1OC(=O)N1CCCCC1)N1CCCCC1	0
O=C(CN1C(=O)CCSc2ccccc21)N1CCC2(CC1)OCCO2	-3
COC(=O)c1ccccc1NC(C)=O	-6
CC12NC(Cc3ccccc31)c1ccccc12 (stereo not drawn)	-3
O=C1OCCC1NC1=NCCC1 (stereo not drawn)	0
CCOP(=O)(C#CC(C)(C)C)C1(O)CCCCC1 (stereo not drawn)	-4
CN(CC1COc2ccccc2O1)c1nc(-c2cccnc2)nc2ccccc12 (stereo not drawn)	-3
O=C(Cn1cnc2sc3c(c2c1=O)CCCC3)NCCC(=O)N1CCC2(CC1)OCCO2	-1
CCC(=O)N1CC(=O)Nc2ccc(C)cc2C1c1ccc(F)cc1 (stereo not drawn)	2
Cc1ccc(-n2c(C=Cc3ccccc3F)nc3ccccc3c2=O)cc1Cl	5
CN1CCN(c2ccc([N+](=O)[O-])cc2C#N)CC1	-15
C[N+]1(C)CCc2cc3c(cc2[C@H]1[C@@H]1OC(=O)c2c1ccc1c2OCO1)OCO3	-4&-5
N#CC(C#N)=Cc1ccc([N+](=O)[O-])c(O)c1	-1
OCC#CCN1CCCCC1c1cccnc1 (stereo not drawn)	5
O=C(O)c1ccc2c(c1)C1C=CCC1C(c1cccnc1)N2 (stereo not drawn)	-59
O=c1c2ccccc2nc(C=Cc2cccc(F)c2)n1-c1cccc(F)c1	-3
CCCCn1c(O)c(C(C)=NCCCN(C)C)c(=O)[nH]c1=O	-3
CC(N)[C@H](O)c1ccc(O)c(O)c1 (stereo partly drawn)	-2

The listing continues.
SMILES	14-3-3 PPI
Cc1cccc(CN2C(=O)CN=C(c3ccccc3)c3cc(Cl)ccc32)c1	3
CN1CC[C@@]2(C)c3cc(O)ccc3N(C)C12 (stereo partly drawn)	-3
C=COCCn1c(C)c(C(=O)OCC)c2cc(O)ccc21	-5
O=c1c2ccccc2[se]n1-c1ccccc1	-11&-5
C=CCn1c(O)c(C(C)=Nc2ccc(N(CC)CC)cc2)c(=O)[nH]c1=O	-5
CC[C@@H](CO)NC(=O)[C@@H]1C=C2c3cccc4[nH]cc(c34)C[C@H]2N(C)C1	4
O=C(C1CCCN(S(=O)(=O)c2cccc3nsnc23)C1)N1CCC2(CC1)OCCO2 (stereo not drawn)	-9
CN(C)[C@@H]1C(=O)C(C(N)=O)=C(O)[C@@]2(O)C(=O)C3=C(O)c4c(O)ccc(Cl)c4[C@@](C)(O)C3C[C@@H]12 (stereo partly drawn)	-3
O=C(Cn1ncc2c3ccccc3n(Cc3cccc(Cl)c3)c2c1=O)N1CCC2(CC1)OCCO2	-13
COC(=O)c1c(N)n(Cc2ccc(OC)cc2)c2nc3ccccc3nc12	-7
CCOC(=O)C1=C(N)OC(C)=C(C(=O)OCCOC)C12C(=O)Nc1ccccc12 (stereo not drawn)	-9&-3
CC(C)N1CC=C(c2c[nH]c3ccccc23)CC1	4
COC(=O)C1=C(N)OC(C)=C(C(=O)OCc2ccccc2)C12C(=O)Nc1ccc(Br)cc12 (stereo not drawn)	-8
O=C(Cn1cc(C(=O)c2ccccc2F)c2ccccc21)NCc1ccco1	-2
c1ccc2c(CCNC3=NCCC3)c[nH]c2c1	-8
O=C(NC1(C(F)(F)F)Oc2ccc(Cl)cc2O1)N1CCC2(CC1)OCCO2 (stereo not drawn)	-4
O=C(c1csc2c1CCCCC2)N1CCC2(CC1)OCCO2	3
CC1N=C(c2ccccc2)c2ccccc2N(CC(=O)Nc2ccccc2C(F)(F)F)C1=O (stereo not drawn)	-222
NC(C(=O)O)c1cc(=O)[nH]o1 (stereo not drawn)	4
COc1ccc(S(=O)(=O)NC(CC(=O)N2CCC3(CC2)OCCO3)c2ccco2)cc1 (stereo not drawn)	6
CSC1=NP(=S)(SC)N2CCCC2=C1C#N (stereo not drawn)	-1
Cc1ccc(-n2c(C=Cc3ccccc3)nc3ccccc3c2=O)cc1Cl	-1
CC1=C(C(=O)OC(C)C)C2(C(=O)Nc3ccccc32)C(C(=O)OCc2ccccc2)=C(N)O1 (stereo not drawn)	-6
CCOC(=O)C1C2NC(=S)N(CCCOC)C1(C)Oc1ccc(Cl)cc12 (stereo not drawn)	-7
CCc1ccc(CNCCc2ccc(OC)cc2)cc1	6
O=C(CCCn1c(=O)[nH]c2cc(Cl)ccc2c1=O)N1CCC2(CC1)OCCO2	-10
C/C(O)=C(\C#N)C(=O)Nc1cc(Br)ccc1Br	-6
CC(=NCCCN1CCCCC1)c1c(O)n(Cc2ccccc2)c(=O)[nH]c1=O	-6
CCN1c2nc3ccccn3c(=O)c2CC2(C(=O)N(C)C(=O)N(C)C2=O)C1C (stereo not drawn)	-14
CCOC(=O)C1C2NC(=S)N(CC)C1(C)Oc1ccc(Br)cc12 (stereo not drawn)	1
COc1cc(NC(=O)CN2C(=O)CN=C(c3ccccc3Cl)c3cc(Cl)ccc32)cc(OC)c1OC	-2
O=C(O)C1C(C(=O)NCc2ccccc2)C2(Br)c3ccccc3C1(Br)c1ccccc12 (stereo not drawn)	4
C=CCOC(=O)C1C2NC(=S)N(c3ccc(Cl)cc3)C1(C)Oc1c(OC)cccc12 (stereo not drawn)	0
CCCCn1c(C)c(C(=O)OCC)c2c(CN3CCOCC3)c(O)ccc21	2
CCOC(=O)CN1C(=O)NC2(CCN(C)CC2)C1=O	-8
O=c1[nH]c(=O)n(Cc2ccco2)c(O)c1C=NCc1cccs1	-15
CP(=O)(O)C1=CCNCC1	0
Cc1ccccc1-n1c(C=Cc2ccco2)nc2ccccc2c1=O	-83
CC(C)Cc1[nH]c(=O)c(C#N)c2c1CCC2	-4
Oc1cc2c(cc1CN1CCN(c3ccccc3)CC1)CCC2	-3
CCOc1ccc(NC(=O)CN2C(=O)C(C)N=C(c3ccccc3)c3ccccc32)cc1 (stereo not drawn)	-2
CCn1c(=O)n(CC(=O)N2CCC3(CC2)OCCO3)c(=O)c2ccccc21	-1
CCOC(=O)C1C2NC(=S)NC1(C)Oc1c(OCC)cccc12 (stereo not drawn)	0
COc1ccc(NC(=O)CN2C3CCC2CC(O)(c2cccnc2)C3)cc1OC (stereo not drawn)	-5
CN1CCN(c2ccc([N+](=O)[O-])c(N3CCCCC3)c2)CC1	-4
CN(C)C(=O)Oc1ccc(C(=O)c2ccccc2)cc1	-5
N=Cc1c(O)n(-c2cccc(Cl)c2)c(=O)[nH]c1=O	-7
CCN(CC)CCSc1nc2ccccc2c(=O)n1-c1ccc(Cl)cc1	-1
Cc1cccc(N2C(=O)NC(=O)C3(Cc4cc(C)ccc4N(C)C3)C2=O)c1 (stereo not drawn)	-7
CCCCn1c(O)c(C=NCCCN(CC)CC)c(=O)[nH]c1=O	-11
CC1(C)NCCN2C(=O)CSC21 (stereo not drawn)	5&-4
O=C(O)c1c2c(nc3ccccc13)CCNC2	1
CCC(C(=O)Nc1cccc(Cl)c1)N1C(=O)C(C)N=C(c2ccccc2)c2ccccc21 (stereo not drawn)	-2
O=C1CC(C(=O)N2CCC3(CC2)OCCO3)CN1CCc1ccccc1 (stereo not drawn)	-1
CCCCCCn1c(O)c(C=NC2CCCCC2N)c(=O)[nH]c1=O (stereo not drawn)	-7
CCc1nc2ccccc2c(=O)n1-c1ccc(O)cc1	-13
CCCn1nc2ccccc2c1P(=O)(N1CCOCC1)N1CCOCC1	-3
Nc1ccc(CCN2CCN(c3cccc(C(F)(F)F)c3)CC2)cc1	0
O=C(Nc1ccc(Br)cc1C(=O)c1ccccc1)c1ccc(Cl)s1	-89
CSc1ccc(C(=O)C(C)(C)N2CCOCC2)cc1	-2&1

Overlap with the part before: two compounds, followed by the next part.
SMILES	14-3-3 PPI
O=C(Nc1ccc(Br)cc1C(=O)c1ccccc1)c1ccc(Cl)s1	-89
CSc1ccc(C(=O)C(C)(C)N2CCOCC2)cc1	-2&1
O=C(C1c2ccccc2C(=O)N2CCc3ccccc3C12)N1CCC2(CC1)OCCO2 (stereo not drawn)	-1
CC(C)NS(=O)(=O)c1ccc(OCC(=O)N2CCN(Cc3ccccc3)CC2)c(Cl)c1	10
O=c1c2ccccc2nc(CN2CCOCC2)n1-c1ccccc1F	-9
Cc1nc2ccccc2n1C1CCN(Cc2nnnn2CCc2ccccc2)CC1	1
COc1ccccc1-n1c(-c2ccccc2)nc2ccccc2c1=O	-11
Cc1cc(C)n(CCOC(=O)C2C(C=C(Cl)Cl)C2(C)C)n1 (stereo not drawn)	1
CCC(=Nc1ccc(OC)cc1OC)c1c(O)[nH]c(=O)[nH]c1=O	-10
C=CCOC(=O)C1C2NC(=S)N(c3ccccc3OC)C1(C)Oc1c(OC)cccc12 (stereo not drawn)	4
COC(=O)C1=C(N)Oc2c(c(=O)oc3ccccc23)C1c1cccnc1 (stereo not drawn)	-6

A section taken from the entries so far:
SMILES	14-3-3 PPI
N=Cc1c(O)n(-c2cccc(Cl)c2)c(=O)[nH]c1=O	-7
CCN(CC)CCSc1nc2ccccc2c(=O)n1-c1ccc(Cl)cc1	-1
Cc1cccc(N2C(=O)NC(=O)C3(Cc4cc(C)ccc4N(C)C3)C2=O)c1 (stereo not drawn)	-7
CCCCn1c(O)c(C=NCCCN(CC)CC)c(=O)[nH]c1=O	-11
CC1(C)NCCN2C(=O)CSC21 (stereo not drawn)	5&-4
O=C(O)c1c2c(nc3ccccc13)CCNC2	1
CCC(C(=O)Nc1cccc(Cl)c1)N1C(=O)C(C)N=C(c2ccccc2)c2ccccc21 (stereo not drawn)	-2
O=C1CC(C(=O)N2CCC3(CC2)OCCO3)CN1CCc1ccccc1 (stereo not drawn)	-1
CCCCCCn1c(O)c(C=NC2CCCCC2N)c(=O)[nH]c1=O (stereo not drawn)	-7
CCc1nc2ccccc2c(=O)n1-c1ccc(O)cc1	-13
CCCn1nc2ccccc2c1P(=O)(N1CCOCC1)N1CCOCC1	-3
Nc1ccc(CCN2CCN(c3cccc(C(F)(F)F)c3)CC2)cc1	0
O=C(Nc1ccc(Br)cc1C(=O)c1ccccc1)c1ccc(Cl)s1	-89
CSc1ccc(C(=O)C(C)(C)N2CCOCC2)cc1	-2&1
O=C(C1c2ccccc2C(=O)N2CCc3ccccc3C12)N1CCC2(CC1)OCCO2 (stereo not drawn)	-1
CC(C)NS(=O)(=O)c1ccc(OCC(=O)N2CCN(Cc3ccccc3)CC2)c(Cl)c1	10
O=c1c2ccccc2nc(CN2CCOCC2)n1-c1ccccc1F	-9
Cc1nc2ccccc2n1C1CCN(Cc2nnnn2CCc2ccccc2)CC1	1
COc1ccccc1-n1c(-c2ccccc2)nc2ccccc2c1=O	-11
Cc1cc(C)n(CCOC(=O)C2C(C=C(Cl)Cl)C2(C)C)n1 (stereo not drawn)	1

High-throughput results from PubChem.
